Compound activity from PubChem.
HUVEC prolif 384: inhibitors of human endothelial cell proliferation | 1.1% of 86,000 active | AID 648 | HUVEC proliferation, CellTiter-Glo luminescence, 72 h; hits give low values | viability, % at 10 µM (by protocol);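 active = viability at or below 30%; inactive = viability above 30%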;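 also: 100% = median luminescence of DMSO-only cell control wells on each plate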
ERa coact pot: enhances coactivator binding to human estrogen receptor alpha; TR-FRET ERalpha-LBD/SRC-Cy5 coactivator binding, 2 h; 100 = basal binding, no effect; coactivator binding (% of control), % at 25.6 µM; 1.3% of 86,000 active; AID 639; in the data active = activity above about 200%;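 also: binding measured in presence of low estradiol as agonist stimulus; 0% = peptide alone without receptor and 100% = receptor with peptide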
sEH activator: soluble epoxide hydrolase (human) activation | 0.04% of 91,000 active | purified human sEH enzymatic activity, activator screen | AID 717 | P34913 | activation, % at 2 µM; in the data active = activation above about 37%; also: values of inactives mirror those of a sister screen read the other way
Target sequence (P34913 whole entry, looked up): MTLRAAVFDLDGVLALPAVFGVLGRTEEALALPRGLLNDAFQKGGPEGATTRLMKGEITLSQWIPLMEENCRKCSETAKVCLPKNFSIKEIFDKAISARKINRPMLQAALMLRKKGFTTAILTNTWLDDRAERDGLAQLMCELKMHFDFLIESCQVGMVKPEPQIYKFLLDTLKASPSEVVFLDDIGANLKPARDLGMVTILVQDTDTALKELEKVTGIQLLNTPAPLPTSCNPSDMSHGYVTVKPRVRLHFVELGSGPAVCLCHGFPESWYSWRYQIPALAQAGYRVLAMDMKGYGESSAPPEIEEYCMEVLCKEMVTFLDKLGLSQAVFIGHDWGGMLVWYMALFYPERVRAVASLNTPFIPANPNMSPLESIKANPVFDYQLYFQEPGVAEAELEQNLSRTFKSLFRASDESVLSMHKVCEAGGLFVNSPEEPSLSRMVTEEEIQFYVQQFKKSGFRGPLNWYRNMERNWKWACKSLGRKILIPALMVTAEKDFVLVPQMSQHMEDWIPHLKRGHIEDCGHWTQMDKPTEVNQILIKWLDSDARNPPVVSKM
Smad3 inh: blocks human Smad3 binding to FoxH1 peptide | P84022 | TR-FRET Smad3/Dy647-FoxH1 peptide binding, europium anti-His | inhibition, % at 25 µM | 0.29% of 88,000 active | AID 630;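 active = compounds that reduce the energy-transfer binding signal between the protein and its labelled peptide by more than half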;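 also: 0% = Smad3 plus labelled peptide maximal FRET and 100% = peptide-only background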
Candida biofilm: kills Candida albicans biofilms; C. albicans biofilm + clotrimazole, Alamar Blue; inhibition, % at 6 µM; 0.14% of 85,000 active; AID 834;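 active = inhibition above 20%; inactive = inhibition below 20%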;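 also: preformed 24 hr biofilms exposed to compound for 48 hr; 0% = biofilm without compound and 100% = blank killed by clotrimazole plus chlorhexidine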
Lung fibro prol: blocks proliferation of human lung fibroblasts; LL 47 human lung fibroblast viability, ATP luminescence; hits give low values; viability, % at 10 µM; 1.1% of 85,000 active;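 active = viability at or below 50% in the single dose screen; inactive = viability above 50%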;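 also: compound exposure lasted 72 h before the ATP readout; 100% = median luminescence of untreated cell-only wells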
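material = human LL 47 lung fibroblast cells | dosing = compounds added from tenfold dosing solution, 0.1% DMSO final | timing = overnight cell rest, 72 h compound treatment at 37 °C | measured by = CellTiter-Glo luminescence measuring cellular ATP | evaluation = % viability versus median cells-only luminescence | control set = cell-only wells, no compound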
H69AR growth 86K: growth inhibitors of human H69AR lung tumor cells; 6% of 85,000 active; AID 598; H69AR lung tumor viability, ATP luminescence, 72 h; hits give low values; viability, % at 10 µM;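 active = viability at or below 40%; inactive = viability above 40%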;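 also: multidrug resistant small cell line overexpressing MRP-1 efflux transporter; 100% = mean luminescence of untreated control wells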
ERa coact inh: blocks coactivator binding to human estrogen receptor alpha; 1.7% of 86,000 active; inhibition, % at 25.6 µM; AID 629; TR-FRET ER-alpha LBD / SRC-1 peptide, estradiol-bound; in the data active = inhibition above about 50%;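 also: 0% = receptor plus peptide control and 100% = peptide only without receptor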
ERb coact inh: blocks coactivator binding to human estrogen receptor beta; TR-FRET ER-beta LBD / SRC1-Cy5 peptide binding; receptor agonist-loaded with 1 µM estradiol; 1.3% of 86,000 active; inhibition, % at 25.6 µM; Q92731; AID 633;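 active = compounds whose percent inhibition of the receptor-coactivator binding signal exceeds about 50% in the single-dose screen, limit read from the data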;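 also: 0% = receptor plus peptide wells without compound and 100% = peptide-only wells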
Target sequence (Q92731 whole entry, looked up, the tested form may be a part): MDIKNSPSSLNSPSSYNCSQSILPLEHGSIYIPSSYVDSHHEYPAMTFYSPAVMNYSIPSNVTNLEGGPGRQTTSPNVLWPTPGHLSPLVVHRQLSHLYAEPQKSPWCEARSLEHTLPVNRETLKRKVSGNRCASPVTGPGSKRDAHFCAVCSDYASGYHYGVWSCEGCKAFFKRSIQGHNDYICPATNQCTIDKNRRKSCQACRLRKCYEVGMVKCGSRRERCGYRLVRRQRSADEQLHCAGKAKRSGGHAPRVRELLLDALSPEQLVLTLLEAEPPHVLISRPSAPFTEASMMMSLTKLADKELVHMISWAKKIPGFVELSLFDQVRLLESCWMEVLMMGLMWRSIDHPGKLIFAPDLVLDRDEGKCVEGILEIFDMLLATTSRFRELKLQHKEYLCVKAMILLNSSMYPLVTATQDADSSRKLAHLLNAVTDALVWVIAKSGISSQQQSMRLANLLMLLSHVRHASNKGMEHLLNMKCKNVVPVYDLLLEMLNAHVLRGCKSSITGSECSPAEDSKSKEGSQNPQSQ
The depositor's hits bear a star; x = no result given; [ ] = another dose, or the depositor's remark. These rows are one share of the data; rates above refer to the full screens.

SMILES	HUVEC prolif 384	ERa coact pot	sEH activator	Smad3 inh	Candida biofilm	Lung fibro prol	H69AR growth 86K	ERa coact inh	ERb coact inh
COc1ccc(C(=O)c2coc3ccc(O)c(CN4CCCCC4)c23)cc1	73	98	-1	-3	15	87	55	6	4
CCOC(=O)C1CCN(C(C(=O)Nc2ccc3c(c2)OCCO3)c2ccccc2)CC1 (stereo not drawn)	98	100	3	0	6	103	104	-6	-2
NC(=O)C1CCN(C(=O)CN2CCc3ccccc32)CC1	84	86[fluorescence artefact?]	-16	11	6	99	101	-4	6
CCN(CC)S(=O)(=O)c1ccc(NC(=O)Cn2c(=O)oc3ccccc32)cc1	96	102	3	-9	5	97	97	1	-7
CC1C=CCC2C(=O)N(c3cccc(C(=O)N4CCN(c5ccc(F)cc5)CC4)c3)C(=O)C12 (stereo not drawn)	106	107	x	1	6	106	85	-10	3
Cc1ccc(C)c(S(=O)(=O)C(C#N)c2nc3ccccc3nc2N2CC(C)OC(C)C2)c1 (stereo not drawn)	70	94	7	15	6	86	39*	6	4
CC1CCN(S(=O)(=O)N2CCC(C(=O)NCCN3CCOCC3)CC2)CC1	96	120	8	0	-2	106	98	-12	-8
Cc1ccc(C(C)C)c(OCCn2c(=O)oc3ccccc32)c1	112	96[fluorescence artefact?]	-13	-5	4	85	88	-4	13
COc1ccc(OC)c(NC=C2C(=O)OC(C)(C)OC2=O)c1	99	130	-4	-4	4	114	95	1	-1
C=CCOc1ccc2c(c1)c(S(=O)(=O)c1ccc(C)cc1)cn2COC	96	74[fluorescence artefact?]	10	0	7	93	95	-6	5
Cc1nn(CCc2nc(-c3ccco3)cs2)c2[nH]c(=O)cc(C(F)(F)F)c12	102	57[fluorescence artefact?]	x	-7	-4	103	75	41[fluorescence artefact?]	39
CN1CCc2ccccc2C1C1CCNCC1 (stereo not drawn)	98	93[fluorescence artefact?]	-10	-6	-2	106	95	-9	-9[fluorescence artefact?]
CCCCC(C(=O)O)C(C)CC(=O)Nc1ccn(-c2ccccc2)n1 (stereo not drawn)	98	121	7	-2	-3	100	89	4[fluorescence artefact?]	-5[fluorescence artefact?]
O=c1c2c3c(sc2n(CCN2CCCCC2)c(=O)n1Cc1ccco1)CCCCC3	80	92	-9	7	2	100	66	7	-6
N#C/C(=C\Nc1ccc2c(c1)OCCO2)c1nc2ccccc2[nH]1	74	95	2	8	8	104	19*	37	9

3 entries already listed, arranged by the number in ERa coact pot, falling.
canonical_smiles,ERa coact pot,sEH activator,Smad3 inh,ERa coact inh,ERb coact inh
CCCCC(C(=O)O)C(C)CC(=O)Nc1ccn(-c2ccccc2)n1 (stereo not drawn),121,7,-2,4[fluorescence artefact?],-5[fluorescence artefact?]
CCN(CC)S(=O)(=O)c1ccc(NC(=O)Cn2c(=O)oc3ccccc32)cc1,102,3,-9,1,-7
COc1ccc(C(=O)c2coc3ccc(O)c(CN4CCCCC4)c23)cc1,98,-1,-3,6,4

The results go on.
SMILES	HUVEC prolif 384	ERa coact pot	sEH activator	Smad3 inh	Candida biofilm	Lung fibro prol	H69AR growth 86K	ERa coact inh	ERb coact inh
O=C(CS(=O)c1ccc(C(F)(F)F)cc1[N+](=O)[O-])Oc1ccccc1 (stereo not drawn)	25*	85	2	15	-2	44*	3.1*	-16	0
CCCC(c1nnnn1C(C)(C)CC)N(CCCO)Cc1cc2cc(C)cc(C)c2[nH]c1=O (stereo not drawn)	73	95	4	10[fluorescence artefact?]	6	83	50	6	3[fluorescence artefact?]
COc1ccc(OC)c(C(C)NC(C)=O)c1 (stereo not drawn)	91	99	-3	-7	4	103	100	6[fluorescence artefact?]	1
Cc1cc(=O)oc2c(N)c(O)ccc12	96	105	-6	13	9	97	105	-5	-1
COC(=O)Cn1c(C)nc2ccccc21	97	97	-7	0	9	110	86	1	-13
CN1C(=O)/C(=C2\SC(N3CCCCCC3)=NC2=O)c2ccccc21	78	99[fluorescence artefact?]	-6	3[fluorescence artefact?]	-1	87	49	-8[fluorescence artefact?]	-11[fluorescence artefact?]
Cc1cc(=O)n2nc(N3CCCC(C(=O)NC(C)c4ccccc4)C3)sc2n1 (stereo not drawn)	93	109	-5	-13	-1	101	94	-17	-8
COc1ccc(S(=O)(=O)N2CCCC2C(=O)Nc2nccs2)cc1 (stereo not drawn)	109	106[fluorescence artefact?]	10	13	11	94	93	8	-2[fluorescence artefact?]
CC(C)OCCCn1c(=N)c(C(N)=S)cc2c(=O)n3ccccc3nc21	96	101[fluorescence artefact?]	2	0	7	101	57	38[fluorescence artefact?]	16
CCOc1ccc(C(=O)Nc2c(C(N)=O)oc3ccccc23)cc1	86	108	0	9	6	92	44	-33	-25[fluorescence artefact?]
CCCc1nc2ccc(NC(=O)c3ccco3)cc2c(=O)n1Cc1ccc(Cl)cc1	86	89	-2	8	0	100	110	-4	-2
O=c1c2cc(N3CCOCC3)ccc2[nH]c(=S)n1CCN1CCCC1	93	84[fluorescence artefact?]	x	2	10	98	103	29	15
Cc1ccc(Cn2ccc(NC(=O)c3cc(-c4cccs4)on3)n2)cc1	76	113	x	4	4	100	80	9	1
COc1ccc(NC(=O)C(=O)NCCN2CCN(C(=O)c3cccs3)CC2)cc1	103	99	-17	-7	7	99	93	28	16[fluorescence artefact?]
O=C1NC(c2ccccc2)=C(c2nc3ccccc3s2)C(c2ccc(F)cc2)N1 (stereo not drawn)	53	71	7	-4	6	81	71	1	2

Sorted by molar mass (largest number first): some entries from above.
SMILES	HUVEC prolif 384	ERa coact pot	sEH activator	Smad3 inh	Candida biofilm	Lung fibro prol	H69AR growth 86K	ERa coact inh	ERb coact inh
CCCC(c1nnnn1C(C)(C)CC)N(CCCO)Cc1cc2cc(C)cc(C)c2[nH]c1=O (stereo not drawn)	73	95	4	10[fluorescence artefact?]	6	83	50	6	3[fluorescence artefact?]
Cc1ccc(C)c(S(=O)(=O)C(C#N)c2nc3ccccc3nc2N2CC(C)OC(C)C2)c1 (stereo not drawn)	70	94	7	15	6	86	39*	6	4
CCOC(=O)C1CCN(C(C(=O)Nc2ccc3c(c2)OCCO3)c2ccccc2)CC1 (stereo not drawn)	98	100	3	0	6	103	104	-6	-2
CCCc1nc2ccc(NC(=O)c3ccco3)cc2c(=O)n1Cc1ccc(Cl)cc1	86	89	-2	8	0	100	110	-4	-2
CC1CCN(S(=O)(=O)N2CCC(C(=O)NCCN3CCOCC3)CC2)CC1	96	120	8	0	-2	106	98	-12	-8
O=C1NC(c2ccccc2)=C(c2nc3ccccc3s2)C(c2ccc(F)cc2)N1 (stereo not drawn)	53	71	7	-4	6	81	71	1	2
Cc1cc(=O)n2nc(N3CCCC(C(=O)NC(C)c4ccccc4)C3)sc2n1 (stereo not drawn)	93	109	-5	-13	-1	101	94	-17	-8
C=CCOc1ccc2c(c1)c(S(=O)(=O)c1ccc(C)cc1)cn2COC	96	74[fluorescence artefact?]	10	0	7	93	95	-6	5
Cc1ccc(Cn2ccc(NC(=O)c3cc(-c4cccs4)on3)n2)cc1	76	113	x	4	4	100	80	9	1
CCCCC(C(=O)O)C(C)CC(=O)Nc1ccn(-c2ccccc2)n1 (stereo not drawn)	98	121	7	-2	-3	100	89	4[fluorescence artefact?]	-5[fluorescence artefact?]
CN1C(=O)/C(=C2\SC(N3CCCCCC3)=NC2=O)c2ccccc21	78	99[fluorescence artefact?]	-6	3[fluorescence artefact?]	-1	87	49	-8[fluorescence artefact?]	-11[fluorescence artefact?]
N#C/C(=C\Nc1ccc2c(c1)OCCO2)c1nc2ccccc2[nH]1	74	95	2	8	8	104	19*	37	9
CN1CCc2ccccc2C1C1CCNCC1 (stereo not drawn)	98	93[fluorescence artefact?]	-10	-6	-2	106	95	-9	-9[fluorescence artefact?]
Cc1cc(=O)oc2c(N)c(O)ccc12	96	105	-6	13	9	97	105	-5	-1

Continuation:
SMILES	HUVEC prolif 384	ERa coact pot	sEH activator	Smad3 inh	Candida biofilm	Lung fibro prol	H69AR growth 86K	ERa coact inh	ERb coact inh
CC1CCCC(C(=O)OCc2ccccc2)N1 (stereo not drawn)	94	118	9	-8	3	102	88	1	2
CC(=NCc1ccccc1)C1=C(O)COC1=O	94	104	9	2	-3	87	79	-17	-3
N#Cc1c(NCCCO)nc(-c2ccccc2)c2c1CCCC2	80	93	15	8	0	95	84	-4	-9
Cn1c(=O)c2c(SCC(=O)N3CCCc4ccccc43)nc(C3CC3)nc2n(C)c1=O	76	85	x	9	1	87	64	-5	-4
CCCCN(CC)S(=O)(=O)c1ccccc1	95	104	13	17	7	102	83	-4	2
c1ccc(Cn2ncc3c2ncn2nc(-c4ccncc4)nc32)cc1	98	102	x	-19	8	99	85	24	14
COc1ccc(-c2cc(C(=O)NCCc3ccccc3)no2)cc1OC	98	98	-2	2	-1	95	103	6	9
Cc1nnc(NC(=O)CSc2nc3c(c(=O)n2CCc2ccccc2)SC(C)C3)s1 (stereo not drawn)	72	83[fluorescence artefact?]	x	-43	8	104	90	69*	17
CCCC(=O)NC(C)C(c1cccs1)N1CCN(c2ccccc2)CC1 (stereo not drawn)	98	100	-9	11	7	92	96	-25	-26[fluorescence artefact?]
CCc1ccc(C(=O)N2CCC(c3nc4ccccc4s3)CC2)cc1	91	99	-2	-2	4	97	86	-12	3
Cc1ccc(SCCC(=O)N2CCCC2)cc1	104	103	0	2	7	101	90	0	-8
Cc1nc(NC(=O)CN(C)S(=O)(=O)c2ccc(Cl)cc2)sc1C	101	105	4	2	-4	99	61	10	22
COc1ccccc1C(=O)N1CCN=C1SCc1cccnc1	102	103[fluorescence artefact?]	5	-18	2	99	89	24	20
Cc1cccc(NCN2C(=O)c3ccccc3C2=O)c1	95	106	-6	-13	-2	99	96	-3	-19
CCCS(=O)(=O)N1CCCC(C(=O)NCCCN2CCN(c3ccc(F)cc3)CC2)C1 (stereo not drawn)	98	117	-4	1	2	95	92	-8	-3
O=C(Cc1csc(N2CCOCC2)n1)N/N=C/c1ccc(F)cc1	88	90	-9	3	4	105	115	8	-4
CCOC(=O)COc1ccc(S(=O)(=O)NCc2ccncc2)cc1	93	106	8	-2	8	89	99	-30	-7
CCNc1nc(C)c2cc(Br)c(=O)n(CC)c2n1	38	107	x	6[fluorescence artefact?]	8	37*	58	0	-14
O=C(c1cnc2n(c1=O)CCS2)N1CCN(c2ccccc2F)CC1	98	74	-13	-11	3	99	98	-2[fluorescence artefact?]	22[fluorescence artefact?]
Cc1ccc(N(CC(=O)NCCc2ccccc2)S(=O)(=O)c2c(C)noc2C)cc1	95	102	15	-7	-3	99	94	4[fluorescence artefact?]	9[fluorescence artefact?]
O=c1c2ccccc2nnn1CSc1nnnn1-c1ccccc1	88	93	10	-2	7	86	83	0	-3
Cc1sc2nc(SCC(=O)Nc3c(C)n(C)n(-c4ccccc4)c3=O)n(C)c(=O)c2c1C	91	24[fluorescence artefact?]	-9	6	10	102	74	70*[fluorescence artefact?]	62*[fluorescence artefact?]
CCOC(=O)C1CCN(C(=O)Cn2cc(C#N)c3ccccc32)CC1	95	81	18	-4	10	102	98	7	7
N#Cc1nc(COc2ccc(Br)cc2)oc1N1CCCC1	104	106	-8	7	6	113	100	4	-2
COc1nc(-c2ccccc2)c2c(c1C#N)CC(C)(C)OC2	106	100	12	13	2	91	87	4	4
CCOc1ccc(-c2cc(CCCC(=O)NCCc3ccccc3)no2)cc1	102	105	-47	5	2	106	68	-8	-4
O=c1c2ccccc2nc(SCc2nnc(-c3ccccc3Br)o2)n1-c1ccccc1	66	148[fluorescence artefact?]	-2	-2	7	82	81	26[fluorescence artefact?]	37[fluorescence artefact?]
CCOc1c(Cl)cc(CNC(C)(C)CC(C)(C)C)cc1OC	82	93	2	8	4	88	61	-11	-6
O=C(CN(C1CCCCC1)S(=O)(=O)c1ccccc1)NCc1cccnc1	103	107	-10	7	9	99	100	-4	9
